Source: PubChem
ARFGAP1 inh = inhibitors of rat ARFGAP1 GAP activity, primary screen, biochemical, fluorescence polarization, GDP tracer. Arfgap1-stimulated ARF1 GTP hydrolysis, GDP FP detection. inhibition, % at 16.5 µM. actives 0.26% (n = 360,000);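 active = inhibition above a per-plate limit, mean inhibition of low control wells plus 3 SD, cut at about 25% in these data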;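 also: 0% = DMSO wells with enzyme and 100% = wells lacking Arfgap1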
Target sequence (Q62848 1-136 limits assumed): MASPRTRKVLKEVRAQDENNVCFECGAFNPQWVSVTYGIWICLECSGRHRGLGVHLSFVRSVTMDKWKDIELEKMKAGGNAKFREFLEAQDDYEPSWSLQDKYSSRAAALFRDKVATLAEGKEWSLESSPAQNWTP
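Assay system: purified rat His6-Arfgap1 residues 1-136 (GAP domain); Reagent: human Δ17 ARF1 bound to GTP; Dosing: 16.5 µM single point, 1.26% DMSO; Times: GTP hydrolysis reaction 2 h at 25 °C; Signal: FP, GDP Alexa 633 tracer displaced from anti-GDP antibody, 620/688 nm; Measure: % inhibition from polarization.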
Tn6 DDE FP = inhibitors of Tn6 peptide binding to fibrin DD(E), primary screen, biochemical, fluorescence polarization, human fibrin, Tn6 probe; actives 0.21% (n = 370,000); Fibrinogen beta chain (Homo sapiens), P02675; Fibrin DD(E) TRITC-Tn6 fluorescence polarization displacement; inhibition, % at 8.3 µM; AID 720509, 2013;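 active = inhibition above a per-campaign cutoff: mean of compounds within control limits plus 3 SD, cut at about 15% in these data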;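 also: 0% = median of all compound wells on the plate and 100% = blocking peptide control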
FXN GAA850 act = FXN promoter activators, primary screen, cell-based, luciferase luminescence, HEK293 lucGAA850; actives 0.56% (n = 360,000); HEK293 lucGAA850 FXN promoter luciferase reporter, 24 h; percent of 10 µM SAHA response; activation, % at 6 µM;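 active = activation above the average of all compounds screened plus 3 SD, cutoff fixed separately per campaign, cut at about 7.5% in these data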;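 also: 0% = DMSO wells and 100% = 10 µM SAHA wells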
NPR2 activator = human GC-B receptor activators, primary screen, HEK293 GC-B cells, cGMP TR-FRET, EC30 CNP; Atrial natriuretic peptide receptor 2 (Homo sapiens), P20594; 0% at EC30 CNP, 100% saturating CNP; activation, % at 10 µM; actives 0.11% (n = 370,000);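 active = activation at 10 µM reaching about 35% in either raw or pattern-adjusted values, limit read from the data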
proKLK7 act = proKLK7 zymogen activators, primary screen, biochemical, fluorescence intensity; Kallikrein-7 (Homo sapiens), P49862; purified proKLK7, EDANS-DABCYL substrate fluorescence; 100% is mature enzyme control, 0% vehicle; activation, % at 7 µM; actives 0.9% (n = 370,000); AID 652039, 2013;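 active = activation above the mean of all tested compounds plus 3 SD, computed per campaign excluding outliers beyond control limits, cut at about 13% in these data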
HGIII-sPLA2 inh = human group III sPLA2 inhibitors, primary screen, biochemical, QFRET, BODIPY PC-A2 liposome substrate; actives 0.56% (n = 370,000); inhibition, % at 12.2 µM; AID 743126, 2013; QFRET BODIPY PC-A2 liposome hydrolysis, fluorescence; Group 3 secretory phospholipase A2 (Homo sapiens), Q9NZ20;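 active = inhibition above mean plus 3 SD of compounds lying within the high and low control bounds, cut at about 19% in these data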;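 also: 0% = median of test compound wells and 100% = no enzyme DMSO wells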
Target sequence (Q9NZ20 whole entry, looked up): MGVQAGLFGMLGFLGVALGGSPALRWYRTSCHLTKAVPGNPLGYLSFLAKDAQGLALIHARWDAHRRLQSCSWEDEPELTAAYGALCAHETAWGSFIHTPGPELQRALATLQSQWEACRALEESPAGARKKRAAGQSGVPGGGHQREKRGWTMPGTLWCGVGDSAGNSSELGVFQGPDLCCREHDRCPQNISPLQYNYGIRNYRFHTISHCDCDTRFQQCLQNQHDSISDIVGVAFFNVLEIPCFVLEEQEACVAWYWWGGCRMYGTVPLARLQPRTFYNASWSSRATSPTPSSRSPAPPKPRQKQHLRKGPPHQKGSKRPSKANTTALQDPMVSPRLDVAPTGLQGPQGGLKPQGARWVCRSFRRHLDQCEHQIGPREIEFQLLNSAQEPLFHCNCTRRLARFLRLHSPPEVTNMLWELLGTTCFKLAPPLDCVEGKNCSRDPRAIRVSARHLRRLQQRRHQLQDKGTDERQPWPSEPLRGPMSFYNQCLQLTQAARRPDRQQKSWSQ
rCAG binder = binders of r(CAG) RNA repeats, primary screen, biochemical, fluorescence. AID 651821, 2012. r(CAG) RNA repeat, TO-PRO-1 dye displacement fluorescence. actives 1.3% (n = 370,000). inhibition, % at 3 µM;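 active = inhibition above the plate cutoff, the mean of all test compounds on that plate plus 3 SD, cut at about 35% in these data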;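 also: 0% = DMSO alone and 100% = 100 µM mitoxantrone as full dye displacement; higher means more dye released from RNA so lower well fluorescence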
NPR1 activator = GC-A stimulated cGMP production enhancers – HEK293 GC-A cells, cGMP TR-FRET, EC30 ANP, primary screen | Atrial natriuretic peptide receptor 1 (Homo sapiens), P16066 | 0% at EC30 ANP, 100% saturating ANP | activation, % at 10 µM | actives 0.14% (n = 370,000) | AID 1671463, 2021; in the data active = activation above about 40%
ASAP1 inh = inhibitors of human ASAP1 ArfGAP activity, primary screen, biochemical, fluorescence polarization | ASAP1-stimulated ARF1 GTP hydrolysis, GDP FP detection | inhibition, % at 16.5 µM | actives 0.19% (n = 360,000); in the data active = inhibition above about 25%;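 also: 0% = vehicle with enzyme and substrate and 100% = no enzyme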
Target sequence (Q9ULH1 325-724 limits assumed): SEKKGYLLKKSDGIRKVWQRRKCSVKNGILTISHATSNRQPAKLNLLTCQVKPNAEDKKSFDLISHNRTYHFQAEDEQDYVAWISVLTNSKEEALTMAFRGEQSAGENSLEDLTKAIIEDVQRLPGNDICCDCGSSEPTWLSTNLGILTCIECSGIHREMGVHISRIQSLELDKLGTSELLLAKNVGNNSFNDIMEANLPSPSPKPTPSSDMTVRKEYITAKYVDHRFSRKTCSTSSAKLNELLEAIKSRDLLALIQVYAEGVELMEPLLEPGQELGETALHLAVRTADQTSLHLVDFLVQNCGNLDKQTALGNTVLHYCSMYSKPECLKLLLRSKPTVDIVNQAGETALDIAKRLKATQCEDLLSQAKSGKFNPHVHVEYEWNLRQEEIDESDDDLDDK
ADAM10 inh = human ADAM10 inhibitors, primary screen, biochemical, QFRET, HTS; Disintegrin and metalloproteinase domain-containing protein 10 (Homo sapiens), O14672; recombinant ADAM10, EDANS/DABCYL FRET peptide cleavage, 3 h; inhibition, % at 7 µM; actives 0.62% (n = 370,000); AID 720582, 2013;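 active = inhibition above a per-campaign cutoff equal to the mean of compounds falling between control-based bounds plus 3 SD, cut at about 20% in these data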;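 also: 0% = DMSO wells while the 100% control is not disclosed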
* hit, by the source's call.

Results for O=C1CN(C(=O)c2ccc(Br)o2)C(c2ccc(F)cc2)c2cc(F)ccc2N1 (stereo not given) ?
ARFGAP1 inh: -11.7; Tn6 DDE FP: -1.0; FXN GAA850 act: -4.2; NPR2 activator: -7.0; proKLK7 act: 0.2; HGIII-sPLA2 inh: 4.5; rCAG binder: 1.1; NPR1 activator: -13.9; ASAP1 inh: 0.4; ADAM10 inh: 0.7

What do the screens show for `Cc1nc(Nc2ccncc2)c2oc3ccccc3c2n1`?
ARFGAP1 inh: 7.0; Tn6 DDE FP: 1.3; FXN GAA850 act: 3.7; NPR2 activator: 0.8; proKLK7 act: 0.9; HGIII-sPLA2 inh: 4.9; rCAG binder: 8.9; NPR1 activator: 14.0; ASAP1 inh: 1.9; ADAM10 inh: -255.9

How did Cc1ccc2c(c1)N(S(=O)(=O)c1cc(-c3cc(C)no3)ccc1C)CCO2 do in these assays?
ARFGAP1 inh: 12.6; Tn6 DDE FP: -3.9; FXN GAA850 act: 0.8; NPR2 activator: -1.4; proKLK7 act: 0.6; HGIII-sPLA2 inh: -1.3; rCAG binder: 2.0; NPR1 activator: -4.2; ASAP1 inh: -3.0; ADAM10 inh: 5.2

Results for COc1cccc(C(=O)N(Cc2ccco2)c2c(N)n(Cc3ccccc3)c(=O)[nH]c2=O)c1 ?
ARFGAP1 inh: -3.9; Tn6 DDE FP: -1.0; FXN GAA850 act: 0.1; NPR2 activator: 1.9; proKLK7 act: 0.1; HGIII-sPLA2 inh: 6.3; rCAG binder: 6.1; NPR1 activator: 0.3; ASAP1 inh: 5.3; ADAM10 inh: -17.0

What do the screens show for `O=C(CSc1nc2ccc(NC(=O)CSc3nnnn3-c3ccccc3)cc2s1)Nc1ccccc1`?
ARFGAP1 inh: 18.1; Tn6 DDE FP: -4.1; FXN GAA850 act: -2.5; NPR2 activator: -2.5; proKLK7 act: 0.0; HGIII-sPLA2 inh: -2.3; rCAG binder: 11.8; NPR1 activator: -2.6; ASAP1 inh: 14.1; ADAM10 inh: 1.3

How did COC(=O)C1=C(C)N=C2SC(C#N)=C(N)N2C1c1cccc(OC)c1 (stereo not given) do in these assays?
ARFGAP1 inh: 7.5; Tn6 DDE FP: -8.3; FXN GAA850 act: -1.3; NPR2 activator: -22.5; proKLK7 act: 2.2; HGIII-sPLA2 inh: -2.4; rCAG binder: 11.0; NPR1 activator: -12.7; ASAP1 inh: 15.0; ADAM10 inh: -8.8

How did Cc1ccc(CNC(=O)CCc2ccc(S(=O)(=O)NC3CCCCC3)cc2)cc1 do in these assays?
ARFGAP1 inh: -2.2; Tn6 DDE FP: 0.4; FXN GAA850 act: 0.9; NPR2 activator: 4.6; proKLK7 act: 0.2; HGIII-sPLA2 inh: -5.6; rCAG binder: -6.3; NPR1 activator: -2.2; ASAP1 inh: -11.7; ADAM10 inh: 6.9

What do the screens show for `COc1cccc2cc(C(=O)NCc3ccc(F)cc3)c(=N)oc12`?
ARFGAP1 inh: 3.9; Tn6 DDE FP: 9.5; FXN GAA850 act: 0.9; NPR2 activator: -0.6; proKLK7 act: -0.5; HGIII-sPLA2 inh: 11.2; rCAG binder: -4.1; NPR1 activator: 1.7; ASAP1 inh: 7.0; ADAM10 inh: -5.4

What do the screens show for `CCC1CCCCN1CCNC(=O)C1CCN(S(=O)(=O)c2cccc3nsnc23)CC1` (stereo not given)?
ARFGAP1 inh: 1.3; Tn6 DDE FP: -6.5; FXN GAA850 act: 1.2; NPR2 activator: 2.6; proKLK7 act: 0.1; HGIII-sPLA2 inh: -0.7; rCAG binder: 0.6; NPR1 activator: 5.2; ASAP1 inh: 3.2; ADAM10 inh: 3.1

How did Cc1nn(Cc2ccccc2)c(=O)n1N(C)c1ncc(C(F)(F)F)cc1Cl do in these assays?
ARFGAP1 inh: 10.6; Tn6 DDE FP: 3.6; FXN GAA850 act: 2.6; NPR2 activator: -2.8; proKLK7 act: -0.8; HGIII-sPLA2 inh: -5.0; rCAG binder: -3.2; NPR1 activator: -0.5; ASAP1 inh: 5.5; ADAM10 inh: 8.1

What do the screens show for `O=C(NC1CC1)C1CCN(C2CCN(C(=O)/C=C/c3ccc(F)cc3)CC2)CC1`?
ARFGAP1 inh: 1.4; Tn6 DDE FP: -1.1; FXN GAA850 act: 1.2; NPR2 activator: 1.9; proKLK7 act: -0.3; HGIII-sPLA2 inh: -0.4; rCAG binder: -2.9; NPR1 activator: 4.4; ASAP1 inh: 4.2; ADAM10 inh: -5.3

Results for CC(C)NC(=O)C1(C)CSCC(=O)N1CCOc1ccccc1 (stereo not given) ?
ARFGAP1 inh: 9.4; Tn6 DDE FP: 4.4; NPR2 activator: -3.3; proKLK7 act: 0.0; HGIII-sPLA2 inh: 3.9; rCAG binder: 0.6; NPR1 activator: 2.7; ASAP1 inh: 15.5; ADAM10 inh: -5.0

How did COc1ccc(C2N(C(C)=O)CCCN2S(=O)(=O)c2ccc(C)cc2)cc1 (stereo not given) do in these assays?
ARFGAP1 inh: 2.4; Tn6 DDE FP: -1.5; FXN GAA850 act: -2.2; NPR2 activator: -4.8; proKLK7 act: -0.2; HGIII-sPLA2 inh: 0.9; rCAG binder: 2.4; NPR1 activator: -6.2; ASAP1 inh: -3.5; ADAM10 inh: 7.3

What do the screens show for `COC(=O)c1ccsc1NC(=O)c1ccc2c(c1)OCCO2`?
ARFGAP1 inh: -1.4; Tn6 DDE FP: -3.0; FXN GAA850 act: 1.8; NPR2 activator: -3.7; proKLK7 act: 0.4; HGIII-sPLA2 inh: 3.9; rCAG binder: 2.3; NPR1 activator: -3.8; ASAP1 inh: -5.1; ADAM10 inh: -12.7

Results for COc1ccc(CN=C(C#N)C2=C(O)c3ccccc3C2=O)cc1 ?
ARFGAP1 inh: 12.3; Tn6 DDE FP: -0.5; FXN GAA850 act: 0.7; NPR2 activator: 3.2; proKLK7 act: 0.4; HGIII-sPLA2 inh: 12.6; rCAG binder: 8.7; NPR1 activator: -0.9; ASAP1 inh: 4.2; ADAM10 inh: -4.5

Results for O=C1OCC/C1=C\NCCCCCCCCN/C=C1\CCOC1=O ?
ARFGAP1 inh: 7.4; Tn6 DDE FP: -10.2; FXN GAA850 act: 1.6; NPR2 activator: -2.4; proKLK7 act: -0.2; HGIII-sPLA2 inh: 16.1; rCAG binder: 1.1; NPR1 activator: 1.7; ASAP1 inh: 0.7; ADAM10 inh: -20.3

What do the screens show for `O=C(Nc1cc(Cl)ccc1O)C1CC(c2ccccc2Cl)=NO1` (stereo not given)?
ARFGAP1 inh: 2.8; Tn6 DDE FP: 1.0; FXN GAA850 act: 0.1; NPR2 activator: -7.3; proKLK7 act: -0.9; HGIII-sPLA2 inh: -44.7; rCAG binder: 13.5; NPR1 activator: 3.2; ASAP1 inh: 6.9; ADAM10 inh: 1.6

How did CN(C)c1ccc(P(=O)(OCc2ccccc2)C(O)c2cccnc2)cc1 (stereo not given) do in these assays?
ARFGAP1 inh: 4.0; Tn6 DDE FP: -1.4; FXN GAA850 act: 1.5; NPR2 activator: 2.6; proKLK7 act: -0.4; HGIII-sPLA2 inh: -3.3; rCAG binder: -3.5; NPR1 activator: 1.0; ASAP1 inh: -6.1; ADAM10 inh: 4.3

How did O=C(Nc1ccc(Cc2ccncc2)cc1)c1ccc(S(=O)(=O)N2CCOCC2)cc1 do in these assays?
ARFGAP1 inh: -10.1; Tn6 DDE FP: 0.5; FXN GAA850 act: -0.6; NPR2 activator: -2.9; proKLK7 act: 0.3; HGIII-sPLA2 inh: -16.9; rCAG binder: -1.9; NPR1 activator: -3.6; ASAP1 inh: 2.5; ADAM10 inh: 3.4

What do the screens show for `C=CCN1C(=O)SC(Cc2cccc(OC)c2O)C1=O` (stereo not given)?
ARFGAP1 inh: -15.3; Tn6 DDE FP: 3.9; FXN GAA850 act: 0.0; NPR2 activator: 1.3; proKLK7 act: 0.1; HGIII-sPLA2 inh: -26.0; rCAG binder: -3.6; NPR1 activator: -2.9; ASAP1 inh: -5.7; ADAM10 inh: -6.9

How did COCCNC(=O)c1ccc2c(Cl)c3c(nc2c1)CCC3 do in these assays?
ARFGAP1 inh: 7.7; Tn6 DDE FP: -1.1; FXN GAA850 act: 5.2; NPR2 activator: -4.8; proKLK7 act: -0.2; HGIII-sPLA2 inh: 15.9; rCAG binder: 0.7; NPR1 activator: -1.8; ASAP1 inh: 11.2; ADAM10 inh: -7.5

Results for COc1ccc(/C=N/Nc2cc(N3CCCC3)nc(N3CCCC3)n2)cc1 ?
ARFGAP1 inh: 8.7; Tn6 DDE FP: 1.3; FXN GAA850 act: 0.6; NPR2 activator: -2.8; proKLK7 act: -1.3; HGIII-sPLA2 inh: 7.8; rCAG binder: 0.4; NPR1 activator: 1.3; ASAP1 inh: 9.4; ADAM10 inh: 64.7*

Results for COc1ccc(N2CCN(CC(=O)Nc3c(C)cc(C)cc3C)CC2)cc1 ?
ARFGAP1 inh: 13.4; Tn6 DDE FP: 1.5; FXN GAA850 act: 1.7; NPR2 activator: 3.1; proKLK7 act: 0.0; HGIII-sPLA2 inh: 5.2; rCAG binder: -9.7; NPR1 activator: 1.2; ASAP1 inh: 3.4; ADAM10 inh: -7.6

Results for CCOC(=O)CNC(=O)CSc1ccc(-c2nc3ccccc3[nH]2)cn1 ?
ARFGAP1 inh: -11.1; Tn6 DDE FP: 4.7; FXN GAA850 act: 1.7; NPR2 activator: 4.9; proKLK7 act: 3.4; HGIII-sPLA2 inh: -0.9; rCAG binder: -0.2; NPR1 activator: -2.8; ASAP1 inh: -11.1; ADAM10 inh: -211.9

What do the screens show for `CCC(C)c1ccc(OCc2ccc(C(=O)O)o2)cc1` (stereo not given)?
ARFGAP1 inh: 1.1; Tn6 DDE FP: -1.7; FXN GAA850 act: 3.9; NPR2 activator: 3.0; proKLK7 act: 0.0; HGIII-sPLA2 inh: -13.1; rCAG binder: 11.8; NPR1 activator: 2.8; ASAP1 inh: -6.2; ADAM10 inh: -0.4

Results for COc1ccc(NC(=S)NCc2cccs2)c(OC)c1 ?
ARFGAP1 inh: 7.2; Tn6 DDE FP: 3.4; FXN GAA850 act: -0.3; NPR2 activator: -5.3; proKLK7 act: -0.1; HGIII-sPLA2 inh: 5.7; rCAG binder: 0.7; NPR1 activator: -5.3; ASAP1 inh: 5.4; ADAM10 inh: 1.6
